Source: PubChem
Luciferase inh: Photinus pyralis luciferase inhibition; 76,000 compounds, 2.5% hits; P08659; Potency, µM (doses to about 115 µM), for inactives: at the top dose activity change, negative = inhibition, usual class: inhibitors; purified P. pyralis luciferase, luminescence, biochemical; also: potency is read from the fitted curve at half-maximal effect; nearly all actives have a fitted effect of over 65% in size
Target sequence (P08659 whole entry, looked up): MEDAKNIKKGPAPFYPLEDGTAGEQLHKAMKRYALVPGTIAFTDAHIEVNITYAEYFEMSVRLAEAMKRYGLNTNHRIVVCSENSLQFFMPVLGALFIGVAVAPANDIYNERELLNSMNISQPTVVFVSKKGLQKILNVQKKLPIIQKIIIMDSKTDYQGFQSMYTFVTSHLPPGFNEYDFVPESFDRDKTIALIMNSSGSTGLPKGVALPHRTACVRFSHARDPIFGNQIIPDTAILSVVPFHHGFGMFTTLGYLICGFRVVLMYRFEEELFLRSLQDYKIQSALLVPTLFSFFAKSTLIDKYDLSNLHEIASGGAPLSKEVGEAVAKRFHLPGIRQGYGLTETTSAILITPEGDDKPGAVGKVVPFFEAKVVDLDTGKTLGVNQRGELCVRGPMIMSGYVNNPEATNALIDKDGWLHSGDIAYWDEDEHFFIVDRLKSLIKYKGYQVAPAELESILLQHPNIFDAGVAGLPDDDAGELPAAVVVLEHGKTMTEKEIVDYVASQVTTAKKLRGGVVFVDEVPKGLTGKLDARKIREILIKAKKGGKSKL
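FLuc 10nM, D-luciferin 10uM, ATP 10uM, Mg acetate 10mM, Tris acetate pH 7.5, Tween/BSA; cpd qHTS; enzyme added last; CCD luminescence.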
SNCA viab count: cell viability loss counter-screen | HEK-293-SNCA-luc viability, GF-AFC fluorescence, 24 h | 150,000 compounds, 0.12% hits | AID 1671193 | Potency, µM (series often up to 57.1 µM), inactives show at the highest dose activity change, negative = cytotoxicity, hits mostly cytotoxic;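 also: potency is read from the fitted curve at half-maximal effect; 0% = DMSO-treated cells and -100% = medium-only wells without cells; nearly all actives have a fitted effect of over 30% in size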
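HEK-293-SNCA-luc cells (1500/well) plated 24 h, then exposed 24 h to a dilution series; GF-AFC added 30 min at 37C, fluorescence 405/540 nm; normalised to medium-only and DMSO wells, Hill fit.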
SNCA expr inh: reduces expression of the alpha-synuclein gene; HEK-293 SNCA-luciferase knock-in, luminescence, 24 h; Potency, µM (titrated, usually from 57.2 µM), inactives show top-dose activity change, negative = inhibition, usual class: inhibitors; 140,000 compounds, 0.17% hits;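 also: potency is read from the fitted curve at half-maximal effect; plate controls were DMSO cells for no effect and cell-free wells for full effect; nearly all actives have a fitted effect of over 45% in size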
HEK cytotox: kills HEK 293 cells; Potency, µM (titrated, usually from 115 µM), for the others: at the highest dose activity change, negative = cytotoxicity, hits mostly inhibitors; HEK 293 viability, ATP luminescence (CellTiter-Glo), 48-72 h; 94,000 compounds, 6.6% hits; also: potency is read from the fitted curve at half-maximal effect; nearly all actives have a fitted effect of over 60% in size
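HEK 293 seeded at 250 cells/well receive compound via pintool. After 48 or 72 hr at 37 degree Celsius, 5% CO2 and 95% humidity, CellTiter-Glo is dispensed and luminescence read following 10 min at room temperature.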
NIH3T3 tox: NIH 3T3 cell cytotoxicity; NIH 3T3 viability, CellTiter-Glo ATP luminescence, 48-72 h; Potency, µM (doses to about 96.7 µM), for the others: at the highest dose activity change, negative = cytotoxicity, most hits filed as inhibitors; 94,000 compounds, 4.3% hits; AID 1345082; also: potency is read from the fitted curve at half-maximal effect; nearly all actives have a fitted effect of over 55% in size
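Viability of NIH 3T3 cells after 48 or 72 hr compound treatment at 37 °C was assessed by CellTiter-Glo, with luminescence imaged following a 10 min room-temperature step.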
IP6K1 inhibitor: inhibitors of human IP6K1; activity change, % (series mostly up to about 58 µM); 140,000 compounds, 0.81% hits; Q92551; AID 1645851; IP6K1 kinase, ADP-Glo luminescence, 2 h; active compounds read low; in the data active = activity change below about -25%
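ADP-Glo luminescence measures ADP made by human IP6K1 during a 2 h RT reaction with ATP/IP6 (mix at 1.3 mM/130 uM); top library doses 57.5 and 19.1 uM final.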
GPT2 inhibitor: blocks human glutamate pyruvate transaminase 2; Recombinant GPT2, coupled pyruvate oxidase/HRP Amplex Red fluorescence; 100,000 compounds, 0.25% hits; Q8TD30; Potency, µM (doses to about 57.7 µM), without a hit: top-dose activity change, negative = inhibition, actives largely listed as inhibitors; also: potency is read from the fitted curve at half-maximal effect; nearly all actives have a fitted effect of over 60% in size; many of its hits are not listed in these tables
Target sequence (Q8TD30 whole entry, looked up): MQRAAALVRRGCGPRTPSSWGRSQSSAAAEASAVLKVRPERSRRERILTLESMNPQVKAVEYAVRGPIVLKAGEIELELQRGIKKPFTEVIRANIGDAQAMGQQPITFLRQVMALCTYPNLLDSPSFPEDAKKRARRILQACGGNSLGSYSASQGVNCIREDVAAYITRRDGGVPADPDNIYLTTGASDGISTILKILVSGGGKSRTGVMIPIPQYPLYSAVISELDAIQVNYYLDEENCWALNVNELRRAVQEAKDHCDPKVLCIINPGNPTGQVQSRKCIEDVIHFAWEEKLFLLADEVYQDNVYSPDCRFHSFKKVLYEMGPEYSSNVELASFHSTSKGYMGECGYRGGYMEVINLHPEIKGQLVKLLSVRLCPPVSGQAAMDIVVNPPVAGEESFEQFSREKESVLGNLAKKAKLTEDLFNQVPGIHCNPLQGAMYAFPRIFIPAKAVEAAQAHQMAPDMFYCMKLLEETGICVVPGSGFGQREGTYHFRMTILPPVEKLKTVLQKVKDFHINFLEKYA
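Inhibition is scored from Amplex Red fluorescence generated when pyruvate oxidase and HRP act on pyruvate released by GPT2. Reactions contain 10ng/uL enzyme, 250uM a-KG and 2mM L-alanine and run 30 min at room temperature.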
The depositor's hits bear a star; i = inactive; ? = inconclusive; nt = not tested or not shown; & = joins results of further samples; [ ] = another dose, or the depositor's remark. Unless noted, calls follow the shape of the dose curve; as a rule, active = well fitted curve in the direction sought with a large enough effect; inconclusive = small, poorly fitted or top-dose-only effect, or another doubt; inactive = no such curve, though single readings can be large; an effect the other way counts as inactive or inconclusive. Unless noted, % is scaled to controls: 0 for no effect and ±100 for the full control effect. Not all compounds are listed; rates above refer to the full screens.

structure	GPT2 inhibitor	Luciferase inh	NIH3T3 tox	IP6K1 inhibitor	SNCA viab count	SNCA expr inh	HEK cytotox
CCOc1cccc(CN(C)C(=O)CN2CC3(CCN(C)CC3)CC2=O)c1	i	2.0%	-13.2%	5.0	5.6%	-18.6%	-22.6%
CC(C)CC(=O)OC[C@@]1(O)C[C@@]23CC[C@H]4[C@@](C)(CCC[C@@]4(C)C(=O)O)[C@@H]2CC[C@@H]1C3	i	nt	nt	21.2	-1.3%[23.9 µM]	nt	nt
CCN(CC)CCOC(=O)c1ccc(NC(=O)c2cc3c(s2)-c2ccccc2OC3)cc1	nt	nt	nt	-10.7	10.5%	1.4%	nt
COc1ccc(Cn2c3c(c(=O)n2Cc2ccccc2)CCN(C(=O)c2cocn2)C3)cc1	-18.9%	0.7%	25.1µM*	12.3	0.7%	30.3%[activator]	i
CC(=O)NCC(=O)N1Cc2ccccc2CC2(CCN(CC3CCNC3)CC2)C1 (stereo not drawn)	i	nt	i	-1.2	7.5%	1.5%	i
CC(=O)c1ccc(N2CCN(C(=O)Nc3cccc(F)c3)CC2)cc1	nt	nt	nt	5.1	5.1%	80.1%[activator]	nt
Cc1ccc(NCc2nnc3n2CCCCC3)cc1Cl	nt	nt	nt	9.4	?	23.2%	nt
O=C(c1[nH]nc2c1CCc1ccccc1-2)N1CCC(c2noc(-c3ccccn3)n2)C1 (stereo not drawn)	-11.9%	?	?	7.1	-6.7%	-15.4%	?
CSc1cccc(NC(=O)Nc2cccc(-c3ccc(N4CCOCC4)nn3)c2)c1	i	0.794µM*	35.5µM*	-20.4	-12.7%	-14.1%	28.2µM*
CNC(=O)C1CCCCN1Cc1ccc(-c2ccccc2OC)cc1 (stereo not drawn)	nt	nt	?	8.2&6.1	nt	nt	?
Cc1ccc(OCC(=O)NCC2(N3CCN(C)CC3)CCCCC2)cc1C	nt	nt	nt	27.6	-11.5%	-2.4%	nt
O=c1[nH]c(C2CCCN(Cc3ccc(F)cc3)C2)nn1-c1ccccc1 (stereo not drawn)	?	-12.2%	-30.0%	14.5	5.6%	-5.4%	-17.8%
COCCCNC(=O)c1cc(C2CC2)nc2onc(C3CCCN3)c12 (stereo not drawn)	i	nt	-3.4%	-2.2	5.6%	-0.3%	1.2%
CN1CCCCC12Cc1ccccc1CN(C(=O)CCCC(=O)O)C2 (stereo not drawn)	4.1%	nt	2.5%	-10.0	1.3%	0.4%	i
COc1cccc(NC(=O)C(=O)NCC(c2ccc3c(c2)OCO3)N2CCN(C)CC2)c1 (stereo not drawn)	nt	nt	nt	-4.4	-1.8%	131.2%[activator]	nt
COCCN1CCC(N2CCN(C(=O)CC3CCCC3)CC2)C1=O (stereo not drawn)	4.4%	2.5%	i	-9.2	2.2%	5.6%	i
CCS(=O)(=O)Nc1ccc(C)n(CC(=O)NC2CCCCC2)c1=O	1.1%	-9.7%	2.9%	-3.7	6.7%	-1.7%	-5.6%
Cc1cc(C)n(CCNC(=O)c2ccccc2OC2CCN(S(C)(=O)=O)CC2)n1	i	-11.7%	-15.4%	20.7	-9.8%	?	-4.6%
CN(CC1CCOC1)S(=O)(=O)c1cc(F)ccc1F (stereo not drawn)	i	0.0%	-19.2%	21.7	14.1%	6.5%	2.1%
COc1ccccc1CNS(=O)(=O)c1ccc2c(c1)CC(C)N2C(=O)C1CCC1 (stereo not drawn)	nt	nt	nt	17.1	-1.4%	0.4%	nt
CCCC(=O)N1CCCC(c2noc(COc3ccccc3)n2)C1 (stereo not drawn)	i	?	-23.3%	-3.8	-0.5%[12.5 µM]	65.7%[activator]	?
O=C1N(CC2CC2)CCOC12CCN([S+](=O)([O-])c1ccc(C(F)(F)F)cc1)CC2	-14.0%[88.5 µM]	4.7%[172 µM]	?	-14.1	-7.0%[87.6 µM]	-18.2%[87.6 µM]	?
Nc1nc2c(c(NC3CC3)n1)CCN(C(=O)CCCn1cncn1)CC2	1.1%	-6.5%	-16.6%	14.6	1.8%	-13.4%	?
COc1ccc(C(=O)N2C(C(=O)NC(C)C)COC23CCN(C(=O)c2ccc(F)cc2)CC3)cc1 (stereo not drawn)	-1.2%	-2.2%	-8.0%	2.6	-1.0%	-1.4%	-26.3%
CCC1(CO)CCCN(C(=O)CCc2ccc3c(c2)OCO3)C1 (stereo not drawn)	-19.8%	-0.8%	-16.6%	12.8	-3.7%	-14.5%	-4.9%
O=C(N[C@H](Cc1ccncc1)C1CC(O)C1)c1cccn1C1CC1 (stereo partly drawn)	i	0.0%	i	0.4	2.1%	5.8%	-4.9%
Cc1ccccc1-c1noc(-c2ccc(NCC3CCCO3)c([N+](=O)[O-])c2)n1 (stereo not drawn)	nt	nt	nt	-1.3	0.0%	39.5%[activator]	nt
COc1ccc(C(=O)N2[C@@H]3CC[C@H]2CC(NC(=O)c2ccc(F)cc2)C3)cn1 (stereo partly drawn)	i	-3.0%	-15.3%	9.7	-18.5%	0.6%	-1.2%
COc1ccc(CN2C(=O)COC[C@H]2C(=O)Nc2ccc(OC)c(C(F)(F)F)c2)cc1	i	8.7%	?	-1.4	-2.1%	-21.9%	44.7µM*
COc1ccc(-c2cc(N3CCCC(NC(=O)c4ccc(OC)c(F)c4)C3)n[nH]2)cc1 (stereo not drawn)	?	?	?	0.6	?	-2.0%	39.8µM*
CCC1Oc2ccc(NC(=O)c3ccc(F)cc3F)cc2CN(Cc2ccc3c(c2)OCO3)C1=O (stereo not drawn)	4.1%	-1.5%	-29.2%	-6.1	1.8%	-13.0%	?
c1cncc(-c2ccnc(N3CCCOC(Cn4cccn4)C3)n2)c1 (stereo not drawn)	-0.3%	7.5%	?	-17.2	-2.8%	-15.7%	-26.8%
O=C(Nc1ccc2c(c1)OCCO2)N1CCC2(CC1)CC(N1CCOCC1)CCO2 (stereo not drawn)	i	nt	-12.6%	21.9	5.1%	137.5%[activator]	1.8%
CC(/C=C/C=C(\C)C(=O)O[C@@H]1O[C@H](CO[C@@H]2O[C@H](CO)[C@@H](O)[C@H](O)[C@H]2O)[C@@H](O)[C@H](O)[C@H]1O)=C\C=C\C=C(C)\C=C\C=C(/C)C(=O)O[C@@H]1C[C@](O)(C(=O)O)C[C@@H](O)[C@H]1OC(=O)/C=C/c1ccc(O)c(O)c1	?	nt	nt	-4.2	-15.0%[12.5 µM]	nt	nt
CCc1ccc(NC(=O)c2ccc3c(c2)nnn3CC)cc1	nt	nt	nt	12.1	-21.7%	130.6%[activator]	nt
Cc1cc(NC(=O)C2CCN(S(=O)(=O)c3ccc(Br)s3)CC2)ccc1Br	nt	nt	nt	21.2	-0.1%	-6.7%	nt
CC(Oc1ccccc1)C(=O)NC1CCN(c2cc(C(F)(F)F)ncn2)CC1 (stereo not drawn)	-5.2%	1.3%	-24.2%	16.8	-3.5%	-4.3%	?
CCCS(=O)(=O)N1C[C@@H]2C(=O)N(CCC3CCN(C(C)C)CC3)C(=O)[C@@H]2C1	i	-5.2%	i	-5.4	0.6%	-12.5%	6.6%
O=C(Cc1cccc(Cl)c1)NCCNC(=O)c1ccc(-c2cncnc2)cc1	nt	nt	-20.8%	16.1	nt	nt	-20.1%
Cn1ccc(C(=O)N2CCC3(CC2)OC(=O)N(Cc2ccccc2F)C3(C)c2ccccc2)n1 (stereo not drawn)	-6.8%	-3.4%	?	-14.4	6.5%	34.5%[activator]	-10.8%
COCC(=O)N[C@H]1CC[C@]2(C)CCC([C@H](C)C(=O)NCc3ccccc3OC)[C@H](O)[C@H]2[C@@H]1C (stereo partly drawn)	i	4.7%	-6.8%	14.2	-12.4%	16.2%	i
O=C(NCC1(COc2cnccn2)C[C@@H](O)[C@@H](O)C1)c1nc2ccccc2[nH]1 (stereo partly drawn)	1.0%	2.2%	-10.2%	8.1	2.9%	27.8%	-11.7%
COCCn1c(C)cc(O)c(C(c2ccccc2)N2CCN(C)CC2)c1=O (stereo not drawn)	nt	nt	nt	4.3	4.2%	-10.3%	nt
Cc1ccc(NS(=O)(=O)c2cc(-c3cnc(C4CC4)o3)ccc2C)cc1Cl	nt	nt	nt	-11.5	5.8%	-11.0%	nt
Cc1cnc(CC2CCN(C(=O)C(C)C)C2)n1C1CC1 (stereo not drawn)	-25.4%	-2.9%	-14.1%	-4.1	-5.7%	-7.5%	-16.3%
CC(C)N1CCC(OCCCNC(=O)C2CCCCC(=O)N2)CC1 (stereo not drawn)	i	2.2%	i	15.2	5.0%	-7.5%	3.3%
O=C1CS(=O)(=O)C2(CCNCC2)N1	-8.0%	1.6%	i	-6.0	-4.6%	14.9%	3.0%
O=C(NCc1ccc2c(c1)OCO2)[C@@H]1C[C@@H](c2ccc(F)cc2)N(CCOc2ccccc2)C1	-23.0%	0.6%	?	-3.8	-2.6%	-2.2%	i
N#Cc1ccc(CN2CCC(c3nc4ccncc4[nH]3)C2)cc1 (stereo not drawn)	-2.3%	4.8%[172 µM]	?	-10.6&-17.3	5.5%[87.6 µM]	-21.1%[87.6 µM]	?
Cc1ccc(-c2ccc(=O)n(CC(=O)Nc3ccc(F)c(Cl)c3)n2)cc1C	nt	nt	nt	-4.0	-2.5%	-1.8%	nt
Cc1onc(-c2ccccc2Cl)c1C(=O)N(C)c1ccc(Cl)cc1	i	nt	nt	14.4	?	nt	nt
O=C(NCc1ccc(F)cc1)C1CCN(C(=O)c2cnn(-c3ccccc3)c2-n2cccc2)CC1	nt	nt	nt	-1.6	0.0%	-1.4%	nt
COc1cccc2sc(N3CCN(C(=O)CCS(=O)(=O)c4ccc(F)cc4)CC3)nc12	nt	nt	nt	-1.6	7.3%	-11.6%	nt
Cc1ccc(NC(=O)Nc2cccc(C)n2)cc1	nt	nt	nt	0.2	-2.8%	24.9%	nt
COCC1(c2nc(C3CCOCC3)nn2C(C)(C)C)CC1	i	12.2%	3.0%	11.3	8.8%	5.4%	-0.8%
Cc1ccc(C(=O)N2CCc3nc(C4CC4)nc(-c4ccc(Cl)cc4)c3C2)cc1	-6.3%	nt	?	1.1	?	-10.7%	?
COc1ccc(Nc2ncnc3onc(C)c23)cc1Cl	nt	nt	nt	14.7	-0.2%	1.2%	nt
Fc1ccc(Nc2c3c(nc4ccccc24)CCC3)cc1	nt	nt	nt	3.4	-28.1%	?	nt
O=C(Cc1ccc(N(Cc2ccccc2)C(=O)c2ccco2)cc1)N1CCOCC1	i	-10.0%	-31.4%	23.4	4.9%	5.4%	-0.8%
